# Bioassay records deposited in PubChem BioAssay by National Center for Advancing Translational Sciences (NCATS).
# GoLoco inh red: qHTS Assay for Inhibitors of RGS12 GoLoco Motif Activity (Red Fluorophore); Guanine nucleotide-binding protein G(i) subunit alpha-1 (Homo sapiens), P63096; Gai1:RGS12 GoLoco peptide FP, rhodamine, 10 min; Potency, µM (doses to about 61.6 µM), inactives show at the highest dose activity, negative = inhibition, hits mostly inhibitors; 230,000 tested, 0.44% active; active means well fitted inhibition curve with a large enough effect, not every such curve was filed as active; inactive means no such curve, though single readings can be large or run the other way; further: nearly all actives have a fitted effect of over 30% in size; many of its hits are not listed in these tables
# Target sequence (P63096 whole entry, looked up): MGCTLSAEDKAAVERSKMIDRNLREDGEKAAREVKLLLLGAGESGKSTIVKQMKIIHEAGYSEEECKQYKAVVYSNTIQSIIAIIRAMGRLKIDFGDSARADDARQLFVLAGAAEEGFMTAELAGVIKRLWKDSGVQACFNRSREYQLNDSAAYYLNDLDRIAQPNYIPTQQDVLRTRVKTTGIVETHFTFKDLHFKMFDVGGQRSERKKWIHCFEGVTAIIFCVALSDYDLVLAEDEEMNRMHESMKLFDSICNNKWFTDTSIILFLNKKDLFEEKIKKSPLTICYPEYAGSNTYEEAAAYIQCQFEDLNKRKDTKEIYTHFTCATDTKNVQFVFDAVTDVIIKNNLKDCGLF
# Tau FP inhib: qHTS for Inhibitors of Tau Fibril Formation, Fluorescence Polarization; Microtubule-associated protein tau (Homo sapiens), P10636; K18 P301L tau heparin fibrillization, Alexa594 FP, 6 h; Potency, µM (highest dose often 57.7 µM), for inactives: at the highest dose activity, negative = inhibition, hits mostly inhibitors; 280,000 tested, 0.39% active; further: nearly all actives have a fitted effect of over 55% in size
# Target sequence (P10636 561-689 P618L limits assumed): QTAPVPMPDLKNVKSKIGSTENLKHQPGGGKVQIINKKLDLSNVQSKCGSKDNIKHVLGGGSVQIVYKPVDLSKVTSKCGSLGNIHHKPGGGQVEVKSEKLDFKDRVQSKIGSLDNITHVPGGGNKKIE
#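 Quantitative HTS format: compounds meet 15 uM recombinant K18 P301L tau and Alexa 594-tau tracer in 100 mM sodium acetate pH 7; 20 uM heparin triggers fibrillization at 37 C over 6 hr; FP gives the signal.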
# KDM4E inh: qHTS Assay for Inhibitors of Human Jumonji Domain Containing 2E (JMJD2E) | JMJD2E catalytic domain, FDH-coupled NADH fluorescence (FDH is formaldehyde dehydrogenase) | Potency, µM (top dose mostly 57.1 µM), inactives show top-dose activity change, negative = inhibition, most hits filed as inhibitors | 230,000 tested, 1.6% active | AID 2147, 2009; active means well fitted inhibition curve with a large enough effect, not every such curve was filed as active; inconclusive means small, poorly fitted or top-dose-only effect, or another doubt; inactive means no such curve, though single readings can be large or run the other way;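 further: 0% = wells with enzyme and -100% = buffer wells without enzyme; nearly all actives have a fitted effect of over 50% in size; many of its hits are not listed in these tables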
# TRb-SRC2 inh: qHTS for Inhibitors of the Interaction of Thyroid Hormone Receptor and Steroid Receptor Coregulator 2; 280,000 tested, 0.065% active; TRbeta-SRC2 peptide binding, fluorescence polarization; receptor liganded with 1 µM T3; Thyroid hormone receptor beta (Homo sapiens), P10828; Potency, µM (series often up to 106 µM), without a hit: at the highest dose activity change, negative = inhibition, usual class: inhibitors;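 further: plate controls were bound peptide for no effect and peptide without receptor for full effect; nearly all actives have a fitted effect of over 50% in size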
# Target sequence (P10828 whole entry, looked up): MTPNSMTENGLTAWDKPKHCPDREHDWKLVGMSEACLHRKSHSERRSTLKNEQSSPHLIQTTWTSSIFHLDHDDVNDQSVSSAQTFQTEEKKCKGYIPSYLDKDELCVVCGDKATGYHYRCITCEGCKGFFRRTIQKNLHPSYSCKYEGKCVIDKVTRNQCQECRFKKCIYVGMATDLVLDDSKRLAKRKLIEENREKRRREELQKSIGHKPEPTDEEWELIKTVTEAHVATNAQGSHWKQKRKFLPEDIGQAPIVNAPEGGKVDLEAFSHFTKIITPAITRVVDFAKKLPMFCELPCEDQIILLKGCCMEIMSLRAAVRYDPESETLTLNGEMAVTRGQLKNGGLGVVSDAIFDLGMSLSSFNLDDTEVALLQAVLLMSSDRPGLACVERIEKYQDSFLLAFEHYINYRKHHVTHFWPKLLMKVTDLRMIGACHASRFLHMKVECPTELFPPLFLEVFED
#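 TRb LBD 0.6 uM + Texas Red SRC2 peptide 20 nM, 1 uM T3, Tris buffer w/ 5% DMSO; compound pinned, 5 h RT; FP read ex 555/em 632; normalized to unbound and bound controls.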
# L3MBTL1 inh: qHTS Assay for the Inhibitors of L3MBTL1. AlphaScreen L3MBTL1–H3K9me1 peptide binding. Potency, µM (series often up to 57.1 µM), inactives show at the highest dose activity, negative = inhibition, usual class: inhibitors. 230,000 tested, 0.66% active; further: nearly all actives have a fitted effect of over 60% in size
#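 AlphaScreen assay: L3MBTL1 (50 nM final) was preincubated 30 min at room temperature with biotinylated H3(1-15)K9me1 peptide (75 nM final), then 30 min with library compounds; streptavidin donor and nickel chelate acceptor beads (10 ug/mL final) added, 30 min dark.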
# Tau ThT inhib: qHTS for Inhibitors of Tau Fibril Formation, Thioflavin T Binding; Microtubule-associated protein tau (Homo sapiens), P10636; recombinant tau K18 P301L (four-repeat tau fragment), heparin-induced fibrillization, ThT fluorescence; Potency, µM (top dose mostly 57.4 µM), for inactives: at the top dose activity, negative = inhibition, hits mostly inhibitors; 270,000 tested, 2.1% active; AID 1460, 2008; further: nearly all actives have a fitted effect of over 55% in size
#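 Heparin-induced fibrillization of the P301L-mutant K18 repeat-domain fragment of human tau was followed by ThT binding in quantitative high-throughput format.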
# RECQ1 helicase: qHTS Assay for Inhibitors of RecQ-Like Dna Helicase 1 (RECQ1). AID 2549, 2010. RECQ1 DNA unwinding, red fluorescence kinetic read. ATP-dependent DNA helicase Q1 (Homo sapiens), P46063. Potency, µM (doses to about 57.3 µM), without a hit: at the highest dose activity, negative = inhibition, usual class: inhibitors. 240,000 tested, 0.54% active;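 further: plate controls were vehicle for no effect and no enzyme for full effect; nearly all actives have a fitted effect of over 30% in size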
#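 50 nM RECQ1T1 preincubated 15 min with compound in Tris pH 8.0 buffer with MgCl2, DTT, Tween-20 and 2.5 ug/ml poly(dI-dC); started with 200 nM TAMRA/BHQ-2 forked duplex and 2 mM ATP. Unwinding read as fluorescence (525/598 nm), two reads 2 h apart.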
# TR SRC2 fluor cs: Total Fluorescence Counterscreen for Inhibitors of the Interaction of Thyroid Hormone Receptor and Steroid Receptor Coregulator 2; TRb/SRC2 Texas Red total fluorescence interference; Potency, µM (doses to about 106 µM), for inactives: at the top dose fluorescence change, negative = quenching; 280,000 tested, 0.29% active; active means well fitted curve in either direction with a large enough effect; inconclusive means small, poorly fitted or top-dose-only effect
#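 Human TRb ligand-binding domain at 0.6 uM with 20 nM Texas Red SRC2 peptide in Tris buffer containing 1 uM T3 and 5% DMSO, incubated with compound 5 h at ambient temperature. Total fluorescence (555/632 nm) calculated as parallel + 2 × perpendicular.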
# * hit, by the source's call; i = inactive; ? = inconclusive; · = not tested or not shown; & = joins results of further samples; [ ] = dose if it differs, or a comment. Unless noted, the call rests on the fitted dose curve; in most records, active means well fitted curve in the direction sought with a large enough effect; inconclusive means small, poorly fitted or top-dose-only effect, or another doubt; inactive means no such curve, though single readings can be large; an effect the other way counts as inactive or inconclusive. Unless noted, on the % scale 0 is the no-effect control and ±100 the full control effect; potency means the concentration at half of the fitted maximal effect. The list is partial, so the mix of outcomes need not match the whole.
item	Molecule	GoLoco inh red	Tau FP inhib	KDM4E inh	TRb-SRC2 inh	L3MBTL1 inh	Tau ThT inhib	RECQ1 helicase	TR SRC2 fluor cs
1	N#Cc1ccccc1OC[C@H](O)CNCCNC(=O)Nc1ccccc1	14%	-4%	79%[activator]	1%	·	0%	-13%	-1%
2	CCC(COC(=O)Nc1ccccc1)NC(=O)OC(C)C (stereo not given)	1%	1%	5%	-5%	13%	1%	i	2%
3	CC1CCN(C(=O)CSc2nnc(CSc3ncccn3)n2C)CC1	11%	7%	1%	-3%	-5%	-1%	-5%	1%
4	O=C(Nc1ccc(N2CCOCC2)c(Cl)c1)c1ccc2c(c1)OCCO2	4%	12%[2.34 µM]	-1%	2%	-30%	4%	-8%	-5%
5	C=CCN1C(=O)/C(=C2/Sc3ccc(OC)cc3N2C)SC1=NCc1ccccc1	-2%	-7%	-1%	-1%	·	14%	24%	0%
6	O=S(=O)(NC1CCCCC1)c1ccc(Cl)nc1	3%	0%	6%	-1%	4%	-4%	-14%	-3%
7	CCC(=O)N1CCCc2cc(S(=O)(=O)N3CCC(C(=O)Nc4ccccc4CC)CC3)ccc21	·	-2%	·	-1%	·	?	·	?
8	CSc1ccccc1-c1nnc(-c2ccccc2)o1	2%	-9%	?	3%	16%	?	-26%	-4%
9	CC(C)S(=O)(=O)c1csc(C(=O)Nc2ccc(F)cc2)c1N	1%	7%	-7%	3%	6%	2%	-6%	-2%
10	Cc1ccc(NC(=O)CSc2n[nH]c(-c3ccncc3)n2)cc1C	-4%	-1%	5%	-4%	-1%	1%	-7%	-6%
11	O=C(CC12CC3CC(CC(C3)C1)C2)NC(=S)NCc1ccccc1	·	5%	-4%	-5%	6%	-5%	-3%	1%
12	CCCc1ccc(OCc2ccc(C(=O)N3CCN(c4ccccn4)CC3)o2)c(OC)c1	3%	-4%	-1%	4%	-5%	?	-12%	0%
13	CC(=O)N[C@@H](CC(C)C)C(=O)O	4%[21.6 µM]	·	0%[25.5 µM]	2%[53 µM]	·	·	-3%[25.9 µM]	-6%[53 µM]
14	Cc1cc(SCC(=O)O)nc2ccccc12	2%&5%	-1%&9%	-11%&-4%	-3%&-1%	13%	0%	i	2%&1%
15	Cc1ccc(N2C(=O)CC(Sc3ncn[nH]3)C2=O)cc1 (stereo not given)	7%	0%	2.5µM*	-1%	0%	-14%	-1%	4%
16	O=C(NCCCN1CCN(c2ccc(F)cc2)CC1)c1sc2ncccc2c1-n1cccc1	·	-1%	·	8%	·	-4%	·	-7%
17	COc1ccc(N2CCSC2C(=O)NN)cc1 (stereo not given)	0%	-3%	1%	-16%	-13%	-8%	-3%	-2%
18	Cc1ccc(C(=O)N/C(=C/c2ccco2)C(=O)Nc2cccc(C)c2)cc1	31%[activator]	-2%	-11%	6%	·	?	i	3%
19	Cc1ccc2c(c1)c(C)c(C)n2CC(O)CN1CCOCC1 (stereo not given)	74%[activator]	-5%	-9%	2%	8%	?	-5%	?
20	CC(C)Sc1ncc(Cl)c(C(=O)Nc2ccc(S(=O)(=O)N3CCCCC3)cc2)n1	·	-9%	·	-2%	·	-4%	·	0%
21	CC(=O)C1C(c2ccc(F)c(F)c2)NC(=O)NC1(O)C(F)(F)F (stereo not given)	-2%	4%	5%	-6%	9%	-6%	-3%	-1%
22	COc1cccc(CNC(=O)C2CCN(c3ncnc4c3nc3n4CCCCC3)CC2)c1	·	-7%	·	-10%	·	0%	·	20µM*[quencher]
23	CCS(=O)(=O)N1CCN(S(=O)(=O)c2ccccc2)CC1	-10%	4%	2%	-9%	·	-9%	0%	2%
24	CC(=O)c1csc(CS(=O)(=O)c2ccccn2)n1	4%	1%	5%	2%	·	·	-6%	0%
25	O=C(CCSc1ccccc1)NC1CCCC1	12%	-2%	-6%	-10%	·	-5%	13%	-7%
26	O=C(CCCc1nc(-c2ccc(Cl)cc2)no1)Nc1cccnc1	8%	-3%	-2%	10%	2%	-10%	-3%	0%
27	O=C(Cn1cc2c(n1)CCCC2)NCCCN1CCN(c2ccccc2F)CC1	2%	0%	-1%	-5%	-1%	-9%	-5%	-2%
28	Cn1c(CCNC(=O)c2ccccc2Cl)n[nH]c1=S	14%	12%	9%	-2%	15%	0%	-3%	4%
29	CC(=O)Nc1nc2ccccc2n1CCN1CCOCC1	6%	8%	-2%	-4%	48%[activator]	3%	10%	-2%
30	Cc1cccc(C2c3[nH]c4ccccc4c3CCN2C(=O)c2ccc(=O)[nH]c2)n1 (stereo not given)	15%	1%	-2%	0%	3%	-11%	i	-2%
31	O=C(NCCN1C(=O)S/C(=C\c2ccc(OC(F)F)cc2)C1=O)[C@@H]1CCCN1C(=O)c1cccs1	9%	11%	-6%	-14%	-3%	-12%	-17%	1%
32	CCOC(=O)Cn1nnnc1C(CC)N(Cc1cccs1)Cc1cc2ccc(OC)cc2[nH]c1=O (stereo not given)	·	4%	4%	7%	-8%	6%	-3%	1%

# A draw from above in order of SMILES length, rising:
item	Molecule	GoLoco inh red	Tau FP inhib	KDM4E inh	TRb-SRC2 inh	L3MBTL1 inh	Tau ThT inhib	RECQ1 helicase	TR SRC2 fluor cs
29	CC(=O)Nc1nc2ccccc2n1CCN1CCOCC1	6%	8%	-2%	-4%	48%[activator]	3%	10%	-2%
28	Cn1c(CCNC(=O)c2ccccc2Cl)n[nH]c1=S	14%	12%	9%	-2%	15%	0%	-3%	4%
23	CCS(=O)(=O)N1CCN(S(=O)(=O)c2ccccc2)CC1	-10%	4%	2%	-9%	·	-9%	0%	2%
26	O=C(CCCc1nc(-c2ccc(Cl)cc2)no1)Nc1cccnc1	8%	-3%	-2%	10%	2%	-10%	-3%	0%
27	O=C(Cn1cc2c(n1)CCCC2)NCCCN1CCN(c2ccccc2F)CC1	2%	0%	-1%	-5%	-1%	-9%	-5%	-2%
30	Cc1cccc(C2c3[nH]c4ccccc4c3CCN2C(=O)c2ccc(=O)[nH]c2)n1 (stereo not given)	15%	1%	-2%	0%	3%	-11%	i	-2%
31	O=C(NCCN1C(=O)S/C(=C\c2ccc(OC(F)F)cc2)C1=O)[C@@H]1CCCN1C(=O)c1cccs1	9%	11%	-6%	-14%	-3%	-12%	-17%	1%

# Further structures:
item	Molecule	GoLoco inh red	Tau FP inhib	KDM4E inh	TRb-SRC2 inh	L3MBTL1 inh	Tau ThT inhib	RECQ1 helicase	TR SRC2 fluor cs
33	C=CCn1c(CNC(=O)c2ccccc2C)nnc1SCC(=O)NC1CCCC1	1%	5%	0%	4%	4%[11.4 µM]	-7%	6%	2%
34	Cc1oc2c(C)c3oc(=O)c(CC(=O)N4CCCCC4)c(C)c3cc2c1C	·	-10%	·	1%	·	?	·	-3%
35	COc1ccc(NS(=O)(=O)c2cccc(Cl)c2)cc1S(=O)(=O)N1CCCCC1	0%	2%	10%	-8%	27%	2%	i	-4%
36	COc1ccc(C(=O)Nc2cc(Cl)ccc2C(=O)O)cc1	16%	-1%	-2%	1%	8%	8%	-7%	0%
37	Nc1c(-c2cccc([N+](=O)[O-])c2)nc2ccccn12	0%	-5%	0%	-11%	-8%	-7%	1%	-1%
38	CN(C(=O)CSc1nc2ccc(NC(=O)COc3ccc(F)cc3)cc2s1)c1ccccc1	·	-13%	·	4%	·	-5%	·	-2%
39	O=C(NC(Cc1ccccc1)C(=O)O)/C(=C\c1ccccc1F)NC(=O)c1ccccc1 (stereo not given)	13%	-1%	-5%	4%	7%	-11%	-1%	-2%
40	COc1ccc(OC)c(-c2cc(C(=O)NCc3ccc(Cl)cc3)no2)c1	-3%	-17%&-11%	?	-2%&1%	·	-8%&3%	-5%	0%&-21%
41	COc1ccc(C)cc1NC(=O)CCCN1C(=S)NC(C)(C)CC1C (stereo not given)	18%	-6%	2%	-1%	-10%	-9%	3%	0%
42	CCCNC(=O)c1onc(CSc2ccncc2)c1C(=O)NCCC	-1%	-6%	22%	-5%	·	-9%	-3%	-2%
43	Cc1ccccc1NC(=O)N1CCN(C(=O)c2ccco2)CC1	-8%	0%	-6%	-2%	12%	1%	i	1%
44	O=C(OCc1ccccc1Cl)c1ccccc1C(=O)c1ccccc1	-1%	0%	2%	0%	36%[activator]	-13%	i	-3%
45	Cc1n[nH]c(=S)n1/N=C/c1ccccc1OCc1ccc(Cl)cc1Cl	6%	-6%	-2%	-4%	4%	-1%	-4%	-5%
46	Cc1ccc(CNC(=O)CCCc2nnc3n(CC(C)C)c(=O)c4sccc4n23)cc1	·	4%	·	-6%	·	-2%	·	-2%
47	CCOC(=O)N1CCN(C(=S)Nc2ccc3nc(N4CCN(CC)CC4)cc(C)c3c2)CC1	8%	10%	?	12%	-14%	?	1%	-2%
48	O=C(NN=C1CCCCC1)NC1CCCCC1	6%	-3%	5%	2%	2%	2%	-9%	-2%
49	Cn1c(=O)c2c(ncn2CC(=O)Nc2cccc(Cl)c2Cl)n(C)c1=O	·	-3%	·	-2%	·	-12%	·	-18%
50	CCOc1ccc(-c2nnn(CC(=O)NCCc3c[nH]c4ccccc34)n2)cc1	-4%	?	2%	1%	-5%	?	-1%	-3%
51	CCOC(=O)c1ccc(N2C(=O)C=CC2=O)cc1	-29%	-5%	2%	-25%	·	2%	i	2%
52	Cc1cccc(CCNC(=O)c2ccc3c(c2)N(Cc2ccccc2F)C(=O)c2ccccc2S3)c1	·	-10%	·	-7%	·	-3%	·	-10%
